# Compound activity: PubChem BioAssay, The Scripps Research Institute Molecular Screening Center
# KLK7 zymogen act: activates the human kallikrein-7 zymogen. P49862. purified proKLK7, EDANS-DABCYL substrate fluorescence; 100% is mature enzyme control, 0% vehicle. activation, % at 7 µM. 370,000 compounds, 0.9% hits. AID 652039;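 active = activation above the mean of all tested compounds plus 3 SD, computed per campaign excluding outliers beyond control limits, cut at about 13% in these data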
# Target sequence (P49862 whole entry, looked up): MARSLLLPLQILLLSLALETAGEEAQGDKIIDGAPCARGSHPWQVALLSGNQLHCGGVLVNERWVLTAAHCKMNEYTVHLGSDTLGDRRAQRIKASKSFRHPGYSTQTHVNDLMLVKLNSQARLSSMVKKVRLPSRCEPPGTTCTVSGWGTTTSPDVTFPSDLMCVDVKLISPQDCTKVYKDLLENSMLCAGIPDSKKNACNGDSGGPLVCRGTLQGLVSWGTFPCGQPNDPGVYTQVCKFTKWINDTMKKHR
# PRMT1 inh: blocks human protein arginine methyltransferase 1 | Q99873 | recombinant PRMT1, activity-based probe fluorescence polarization | inhibition, % at 2.79 µM | 370,000 compounds, 1.3% hits;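 active = inhibition above about 21% made by adding two undisclosed values, limit read from the data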
# SIAE inh: inhibitors of human sialic acid acetylesterase SIAE | 370,000 compounds, 0.69% hits | SIAE FP-Rh probe binding, fluorescence polarization | Q9HAT2 | inhibition, % at 9.66 µM;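 active = inhibition above a cutoff: mean of compounds within the control limits plus 3 SD of those, cut at about 17% in these data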;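 also: 0% = plate median of compound wells and 100% = probe without SIAE protein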
# DDE Tn6 FP inh: disrupts Tn6 cyclic peptide binding to fibrin D-Dimer-E complex | Fibrin DD(E) TRITC-Tn6 fluorescence polarization displacement | inhibition, % at 8.3 µM | 370,000 compounds, 0.21% hits | AID 720509;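 active = inhibition above a per-campaign cutoff: mean of compounds within control limits plus 3 SD, cut at about 15% in these data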;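 also: 0% = median of all compound wells on the plate and 100% = blocking peptide control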
# UHRF1 binding: human UHRF1 methylated DNA binding inhibitors. inhibition, % at 4.4 µM. UHRF1 binding to methylated oligo, TR-FRET. AID 687016. Q96T88. 370,000 compounds, 0.75% hits; in the data active = inhibition above about 21%;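 also: UHRF1 SRA domain binding a hemimethylated CpG hairpin DNA probe; 0% = median of test compound wells and 100% = reference inhibitor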
# MBD2 inh: blocks human MBD2 binding to methylated DNA | Q9UBB5 | TR-FRET, MBD2 binding to methylated oligonucleotide | inhibition, % at 4.4 µM | 370,000 compounds, 0.31% hits | AID 686964; in the data active = inhibition above about 13%
# Target sequence (Q9UBB5 whole entry, looked up): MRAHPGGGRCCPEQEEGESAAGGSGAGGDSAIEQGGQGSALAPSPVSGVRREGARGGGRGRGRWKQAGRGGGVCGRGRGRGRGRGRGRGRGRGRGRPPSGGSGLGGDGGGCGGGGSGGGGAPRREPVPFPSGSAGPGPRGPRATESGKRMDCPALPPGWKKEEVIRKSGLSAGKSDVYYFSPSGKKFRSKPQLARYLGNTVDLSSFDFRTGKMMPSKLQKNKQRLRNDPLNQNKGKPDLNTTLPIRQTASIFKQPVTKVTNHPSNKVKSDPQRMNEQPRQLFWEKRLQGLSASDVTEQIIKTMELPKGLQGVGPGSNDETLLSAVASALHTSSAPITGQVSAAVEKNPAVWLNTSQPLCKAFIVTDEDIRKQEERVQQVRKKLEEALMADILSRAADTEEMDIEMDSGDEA
# LEDGF integ inh: blocks HIV-1 LEDGF/p75-dependent DNA integration. TR-FRET IN-LEDGF/p75 DNA integration, Eu/Cy5. inhibition, % at 3.7 µM. 370,000 compounds, 0.64% hits;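 active = inhibition above the screen-wide mean plus 3 SD, cut at about 13% in these data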;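 also: signal is the Cy5 over europium emission ratio at 671 and 618 nm; 0% = plate median of compound wells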
# Tn7 DDE FP: inhibitors of Tn7 peptide binding to human fibrin DD(E) | P02675 | FP displacement of FITC-Tn7 peptide from fibrin DD(E); 0% = median of compound wells per plate | inhibition, % at 8.3 µM | 370,000 compounds, 0.13% hits | AID 720508;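 active = inhibition above the mean of compounds falling within the control limits plus 3 SD of them, cut at about 14% in these data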;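 also: 0% = plate median of compound wells and 100% = 10 µM Aha-Tn7 peptide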
#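 Assay system: Human clot-derived fibrin DD(E) complex | Buffer or medium: Tris/NaCl/CaCl2 buffer, pH 7.8 | Repeats: One replicate per compound | Benchmarks: Aha-Tn7 high control | Measure: % inhibition scaled between sample-field median and high-control FP | Schedule: 10 min plus 3 h, room temperature | Signal: Fluorescence polarization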
# TCR-CD3 inh: human TCR-CD3 binding inhibition | inhibition, % at 9.4 µM | AID 651800 | TAMRA-labeled TCR probe fluorescence, biochemical | 360,000 compounds, 0.37% hits; in the data active = inhibition above about 19%;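 also: recombinant mutant TCR 2C K166C tagged with TAMRA read by polarization; 0% = receptor in buffer alone and 100% = receptor with positive control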
# TDP2 inh: TDP2 (human) inhibition, absorbance primary screen. inhibition, % at 12.8 µM. 370,000 compounds, 0.34% hits. recombinant TDP2, T5PNP hydrolysis, p-nitrophenol absorbance 415 nm. AID 720702. O95551;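 active = inhibition above the mean of all tested compounds plus 3 SD, set per campaign, cut at about 25% in these data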;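 also: 0% = DMSO with enzyme and 100% = buffer with substrate but no TDP2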
#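 Read-out basis: percent inhibition. System: recombinant human TDP2. Buffer or medium: Mg2+-containing Tris-HCl buffer, pH 7.5. Repeats: single replicate. Timing: reaction 2 h, 37 °C. Benchmarks: high control without enzyme, low control DMSO plus TDP2. Probe or stimulus: 5 mM T5PNP. Doses: 12.8 µM only. Measured by: epi absorbance of p-nitrophenol freed from T5PNP by hydrolysis.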
# * hit, by the source's call; nt = not tested or not shown.
No.	compound	KLK7 zymogen act	PRMT1 inh	SIAE inh	DDE Tn6 FP inh	UHRF1 binding
1	CCC(C)NC(=O)[C@H](CSCc1ccccc1)N1Cc2ccccc2C1=O (stereo partly drawn)	0.3	1	3	-4	0
2	COc1ccccc1NC(=O)Nc1ccc(-n2ccc(C(F)(F)F)n2)cc1	0.4	-3	-1	-1	5
3	CC1NC(=O)NC1CCCCCC(=O)Nc1ccc(F)cc1 (stereo not drawn)	-0.3	-2	4	0	-4
4	O=C1C(C=NCc2ccncc2)=C(O)c2ccccc21	2.9	-2	-1	1	-1
5	OCCN(Cc1ccccc1)Cc1cccc(C(F)(F)F)c1	0.5	1	3	-2	0
6	CN(C)S(=O)(=O)c1cccc(NC(=O)CO/N=C(\N)c2ccccc2)c1	-0.3	-3	-3	-6	0
7	COc1cccc(CNC(=O)[C@H]2CCCN2C(=O)[C@H]2CCCN2C(=O)c2ccccc2C(F)(F)F)c1	-0.5	3	2	1	-1
8	O=C(COC(=O)CCc1c[nH]c2ccccc12)Nc1cccc(Cl)c1	0.2	4	6	4	4
9	Cc1ccc([N+](=O)[O-])cc1NC(=S)NC(=O)c1cccs1	0.7	-3	1	-1	2
10	CN(C(=O)COC(=O)c1cc(NS(=O)(=O)c2cc([N+](=O)[O-])ccc2Cl)ccc1O)C1CCCCC1	0.0	1	7	6	2

No.	MBD2 inh	LEDGF integ inh	Tn7 DDE FP	TCR-CD3 inh	TDP2 inh
1	0	-2	2	5	-7
2	0	2	-5	-5	-15
3	4	84*	1	3	5
4	-1	0	2	-5	6
5	3	5	-4	-1	8
6	-7	2	-9	-1	-6
7	-2	-2	-5	-2	8
8	1	1	3	2	9
9	1	0	-2	2	-11
10	2	-1	9	-4	4

# Following part:
No.	compound	KLK7 zymogen act	PRMT1 inh	SIAE inh	DDE Tn6 FP inh	UHRF1 binding
11	COC(=O)CN(c1ccc(OC)cc1OC)S(=O)(=O)c1ccccc1[N+](=O)[O-]	0.1	-2	3	2	3
12	c1cncc(CNc2nc(-c3cccnc3)nc3ccccc23)c1	-0.4	2	7	11	-2
13	Cc1ccc(-c2csc(NC(=O)CCNC(=O)c3ccc(Cl)cc3)n2)cc1	-0.5	0	-8	4	12
14	COc1nc(-c2ccccc2)c2cc(Br)ccc2n1	-1.4	4	-6	0	1
15	COc1ccc(-n2c(SCC(=O)NCc3ccco3)nnc2-c2c[nH]c3ccccc23)cc1	1.0	-3	9	3	-2
16	CCCS(=O)(=O)NC(=O)C1(C)CCN(C(=O)c2ccnc(Cl)c2)C1 (stereo not drawn)	-0.1	1	10	10	0
17	CCOC=C1C(=O)N(C(C)=O)c2cc(OC)c(OC)cc21	0.3	-3	0	-10	-10
18	O=C(CC(=O)NCc1ccc(Cl)cc1)NCc1ccccc1	-0.4	7	-6	-2	2
19	CCCn1c(SCC(=O)NC2CCCCC2)nnc1-c1cccnc1	-0.1	-1	-4	-3	-3
20	O=C(NN1CCCCC1)c1cccc(COc2ccc(Cl)cc2)c1	0.0	1	-1	-1	2

No.	MBD2 inh	LEDGF integ inh	Tn7 DDE FP	TCR-CD3 inh	TDP2 inh
11	-1	-4	-4	-4	-2
12	-1	1	-10	5	-3
13	5	2	8	3	13
14	-2	-8	10	-9	-2
15	-2	-2	-4	-2	6
16	-3	-2	-1	3	-1
17	-6	0	-5	6	8
18	7	-3	-1	-7	-14
19	4	-4	-1	-2	0
20	0	0	-6	3	2

# The list continues.
No.	compound	KLK7 zymogen act	PRMT1 inh	SIAE inh	DDE Tn6 FP inh	UHRF1 binding
21	CN1C(=O)N(CC(=O)N2CCN(S(=O)(=O)c3ccc(Cl)s3)CC2)C(=O)C12CCCCC2	0.7	-3	-3	9	2
22	O=C(Cn1c(-c2ccccn2)nc2ccccc21)N/N=C/c1ccccn1	-0.3	-2	-5	6	-1
23	Fc1ccccc1Cc1noc(CN2CCN(Cc3ccc4c(c3)OCO4)CC2)n1	0.2	-9	5	2	-3
24	CC1C(c2ccccc2)=[N+]([O-])C2(CCCC2)N1O (stereo not drawn)	-0.3	-2	0	-2	1
25	COc1cccc(NC(=O)Nc2ccccc2C(N)=O)c1	1.1	2	-5	-2	0
26	c1ccc(-c2cc3nc(NCc4ccc5c(c4)OCO5)ccn3n2)cc1	0.1	-3	-8	3	1
27	CCOC(=O)N1CCN(c2c(NCc3ccccc3OC)c(=O)c2=O)CC1	-0.7	-3	10	-3	1
28	CC(=O)NC(=S)Nc1ccc2oc(-c3cc(F)c(F)cc3Cl)nc2c1	0.1	1	-6	-4	3
29	CN(Cc1ccccc1)C(=O)CN1C(=O)c2ccccc2C1=O	0.5	-3	1	3	-4
30	COc1ccc(NC(=O)CN(C)S(=O)(=O)c2cccs2)cc1	0.3	-1	1	-9	9

No.	MBD2 inh	LEDGF integ inh	Tn7 DDE FP	TCR-CD3 inh	TDP2 inh
21	3	2	-5	3	-9
22	-5	-3	6	6	1
23	2	1	7	9	-9
24	-2	-2	0	8	-7
25	2	-4	2	-4	4
26	2	-4	0	-2	1
27	2	-3	-5	4	-2
28	1	-5	6	2	-6
29	-8	-2	5	13	5
30	9	5	3	-6	-6

# Going on with the list.
No.	compound	KLK7 zymogen act	PRMT1 inh	SIAE inh	DDE Tn6 FP inh	UHRF1 binding
31	Cc1ccc(S(=O)(=O)NNC2=NS(=O)(=O)c3ccccc32)c(C)c1	0.3	-2	9	-5	6
32	CC(NCC1(N2CCOCC2)CCCCC1)C(=O)N1CCc2ccccc21 (stereo not drawn)	0.1	-1	3	3	0
33	CCN(C[C@H]1N[C@@](C)(C(=O)OC)[C@H]2C(=O)N(C)C(=O)[C@@H]12)S(=O)(=O)c1ccc(OC(F)(F)F)cc1	0.2	1	-2	8	0
34	CN(C)C(CNC(=O)c1sc2ccccc2c1Cl)c1ccco1 (stereo not drawn)	-0.2	-1	5	-1	-2
35	CC(C)n1c(SCc2cc(=O)[nH]c3ccccc23)nc2c1c(=O)n(C)c(=O)n2C	-0.2	-1	0	-5	-4
36	CCOc1ncccc1C(=O)OCC(=O)N(CC)c1ccccc1	0.4	6	-3	-6	2
37	COc1cccc(/C=C2\Sc3ccc(C(=O)NCc4cccnc4)cc3N(C)C2=O)c1	-5.3	18	-19	-7	-3
38	CC(/C=N/NC(=O)c1cccs1)=C\c1ccccc1	1.2	-2	1	-6	0
39	O=[N+]([O-])c1cc(S(=O)(=O)C(F)(F)F)ccc1N1CCN(c2ccccc2)CC1	-0.2	-1	3	2	1
40	COC(=O)[C@]12CCCCC=C1N(Cc1ccc(OC)cc1)C(=O)[C@@H]2CC(=O)N1CCSCC1	0.2	0	6	-1	1

No.	MBD2 inh	LEDGF integ inh	Tn7 DDE FP	TCR-CD3 inh	TDP2 inh
31	-2	-4	-3	-3	-8
32	3	-3	-4	4	-3
33	0	-3	-1	-3	2
34	-1	2	6	9	7
35	4	0	0	8	-3
36	-2	-2	-3	0	-5
37	0	0	1	0	11
38	-4	-1	-7	-4	4
39	-1	-4	-9	3	6
40	4	-1	-2	nt	-7

# New compounds follow:
No.	compound	KLK7 zymogen act	PRMT1 inh	SIAE inh	DDE Tn6 FP inh	UHRF1 binding
41	O=C(COC(=O)C1CCCCC1)Nc1cccc(F)c1	-0.2	-1	6	-1	1
42	COc1ccc(C(CNC(=O)c2cc3ccccc3cc2OC)N2CCCC2)cc1 (stereo not drawn)	2.0	-3	5	0	-4
43	CCOc1ccccc1NC(=O)c1ccc2c(c1)C(=O)N(C(C)(C)C)C2=O	-0.2	-2	-6	-11	-1
44	CCOC(=O)C(CCCCOc1cccc(CC)c1)C(=O)OCC	-0.1	0	1	0	10
45	CCOC(=O)C1CCCN(C(=O)COC(=O)c2ccc(C#N)cc2)C1 (stereo not drawn)	-1.0	-2	-2	-7	3
46	S=c1nc[nH]c2c1ncn2-c1ccccc1	0.1	2	0	0	-1
47	O=C(Cn1nnc2ccccc2c1=O)N[C@@H](Cc1c[nH]c2ccccc12)C(=O)O	-0.3	2	7	1	17
48	O=C(CSc1nnc(CCCN2C(=O)c3cccc4cccc(c34)C2=O)n1-c1ccccc1)NCCCO	0.6	-1	2	7	-8
49	COc1ccccc1C(=O)Oc1cc(C)[nH]c(=O)c1[N+](=O)[O-]	0.3	-4	8	-1	-3
50	CCN1CCN(CCn2c(=S)[nH]c3ccccc3c2=O)CC1	-0.4	-1	4	1	-1
51	CCOC(=O)COn1c(=O)c(-c2ccc(Cl)cc2)[n+]([O-])c2ccccc21	0.8	-1	2	3	-1
52	C[C@@H]1CN([C@H](C)CO)C(=O)c2cc(/C=C/c3ccccc3)cnc2O[C@H]1CN(C)C(=O)NC1CCCCC1	-2.1	-4	-5	-1	-3
53	CC1=C(C(=O)Nc2ccccc2)C2(CCCCC2)C(C(N)=O)C(=S)N1 (stereo not drawn)	0.1	-4	4	8	0

No.	MBD2 inh	LEDGF integ inh	Tn7 DDE FP	TCR-CD3 inh	TDP2 inh
41	-2	8	1	1	0
42	0	2	5	9	-7
43	5	-2	-1	0	7
44	2	0	9	0	3
45	0	0	-9	1	3
46	-2	-4	6	6	-5
47	7	1	2	8	6
48	-12	-2	1	1	3
49	0	2	-5	0	-2
50	-1	-3	0	12	-8
51	3	-2	-4	5	9
52	-1	-3	7	-2	1
53	-1	-2	-2	0	1
